Bioassay records as filed in PubChem BioAssay.
INS-1E GSIS act: primary screen for activators of insulin secretion dependent on glucose, INS-1E cells, GLuc reporter luminescence | INS-1E GLuc reporter insulin secretion, 2-3 h | activation, % at 16.6 µM | 370,000 tested, 0.61% active | AID 743287;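 active = lowest replicate activation of at least 40%, so every replicate reaches that level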;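 also: 0% = median of neutral control wells and 100% = median of IBMX positive control wells; some compounds called inactive have numbers as strong as hits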
ARNT-TACC3 inh: disrupts binding between human ARNT and TACC3; AID 623870; 390,000 tested, 0.66% active; Q9Y6A5; AlphaScreen His-ARNT PAS-B/GST-TACC3 binding, luminescence; TACC3 fragment carries E629A point mutation; inhibition, % at 9.99 µM;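 active = mean inhibition of replicates at least 50% and at least half of replicates each reaching 50%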;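 also: 0% = complete ARNT plus TACC3 wells and 100% = ARNT alone without TACC3; many hits fall short of the cut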
ERAP1 inh: ERAP1 (human) enzyme inhibition; recombinant ERAP1, Leu-AMC fluorescence, 60 min; AID 652197; inhibition, % at 10.7 µM; 340,000 tested, 0.15% active;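 active = mean replicate inhibition of at least 30%, or all replicates individually reaching that 30% level; inactive = mean below 30% and not every replicate reaching it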;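 also: 0% = neutral control wells and 100% = L-leucinethiol positive control wells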
Target sequence (Q9NZ08 whole entry, looked up): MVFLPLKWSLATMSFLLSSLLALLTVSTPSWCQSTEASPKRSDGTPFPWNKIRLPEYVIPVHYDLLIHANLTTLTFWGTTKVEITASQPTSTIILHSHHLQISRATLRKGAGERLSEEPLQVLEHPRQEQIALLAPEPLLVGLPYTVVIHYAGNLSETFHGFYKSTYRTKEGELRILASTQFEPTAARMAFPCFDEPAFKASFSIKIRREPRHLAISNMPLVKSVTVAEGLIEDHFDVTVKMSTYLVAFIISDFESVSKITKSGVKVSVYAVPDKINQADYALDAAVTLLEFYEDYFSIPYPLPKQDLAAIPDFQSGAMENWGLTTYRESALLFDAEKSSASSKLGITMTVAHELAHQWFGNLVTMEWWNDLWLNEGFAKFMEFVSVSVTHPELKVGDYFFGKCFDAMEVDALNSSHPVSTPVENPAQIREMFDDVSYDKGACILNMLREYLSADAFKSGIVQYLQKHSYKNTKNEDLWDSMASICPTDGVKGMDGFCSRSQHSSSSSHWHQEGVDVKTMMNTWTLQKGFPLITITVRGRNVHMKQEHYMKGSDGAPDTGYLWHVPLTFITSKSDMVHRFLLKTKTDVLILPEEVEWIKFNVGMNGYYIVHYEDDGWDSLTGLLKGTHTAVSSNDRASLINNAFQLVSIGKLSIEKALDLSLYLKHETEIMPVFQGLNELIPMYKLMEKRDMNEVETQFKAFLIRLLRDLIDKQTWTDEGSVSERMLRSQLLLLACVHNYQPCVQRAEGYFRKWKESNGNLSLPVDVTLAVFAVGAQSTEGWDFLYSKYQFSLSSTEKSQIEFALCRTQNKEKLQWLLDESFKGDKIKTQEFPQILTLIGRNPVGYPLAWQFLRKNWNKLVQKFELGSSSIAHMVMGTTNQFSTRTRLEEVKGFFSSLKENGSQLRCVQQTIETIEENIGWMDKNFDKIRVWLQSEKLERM
RAD54 inh: blocks human RAD54 Holliday junction branch migration; Q92698; FAM/BHQ fluorescence; inhibition, % at 10.4 µM; 360,000 tested, 0.14% active;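 active = mean normalized replicate activity at least 40 and at least half of replicates scoring 40 or more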;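 also: 0% = median of neutral control wells and 100% = median of positive control wells; inhibitors cause a drop in the FAM fluorescence signal; in these data hits start at about 50%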
Xi reactivation: reactivates the inactive X chromosome in mouse fibroblasts; activation, % at 7.58 µM; AID 743238; XiGFP mouse fibroblasts, % GFP-positive cells imaging, 3 d; cells co-treated with 5-aza-dC sensitizer; scaled so ellipticine positive control = 100%; 360,000 tested, 0.055% active;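 active = mean normalized replicate activation at least 10% and every replicate at or above 10%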;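 also: 0% = median of on-plate neutral control wells and 100% = ellipticine 6 µM median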
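System: SV40-immortalized XiGFP fibroblast cells, line 68-5-11 / Incubation: 3-day compound exposure, then 15 min fixation at room temperature / Compound: single concentration per compound, delivered by pin transfer / Buffer or medium: DMEM plus 5-aza-dC sensitizer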
F508del corr: CFTR F508del correction in bronchial cells; 350,000 tested, 0.36% active; activity (quench increase), % at 7.58 µM; CFBE cells, YFP halide quenching; stimulated with forskolin plus potentiator P3; % fluorescence drop versus neutral controls;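 active = mean added fluorescence quench of at least 8% versus neutral control, with both replicates also reaching 8%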;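 also: cells transiently co-express mutant CFTR-F508del with the halide-sensitive YFP; corrector assay measuring rescue of mutant channel to the surface after 24 h compound exposure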
esBAF inh: blocks esBAF chromatin remodeling in mouse ES cells. Bmi1-luciferase knock-in reporter, 24 h; 100% = twice the neutral-well signal. reporter increase, % at 12.5 µM. 350,000 tested, 2% active. AID 602393; in the data active = activation above about 40%;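 also: 0% = median of the plate's neutral control wells and 100% = double that signal; a rise in the Bmi1 reporter signal indicates esBAF inhibition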
RAD52 inh: inhibitors of human RAD52 DNA annealing. P43351. recombinant RAD52 DNA annealing, FRET fluorescence. inhibition, % at 18.7 µM. 360,000 tested, 0.46% active;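 active = every replicate showing at least 50% inhibition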
* hit, by the source's call; . = no result given. This is a random part of the collection (roughly 3.3% active in at least one column).

nr	smiles	INS-1E GSIS act	ARNT-TACC3 inh	ERAP1 inh	RAD54 inh	Xi reactivation	F508del corr	esBAF inh	RAD52 inh
1	O=C(N[C@@H](Cc1ccc(O)cc1)C(=O)O)C(c1ccccc1)c1ccccc1	0	0	.	-3	0.0	-2.5	-4	-10
2	CC(CCc1ccccc1)NC(=O)COC(=O)c1ccccc1O (stereo not given)	7	-3	-6	0	3.0	-0.4	-2	-5
3	CCCc1ccc2oc(C(=O)N(Cc3nccn3C)C(C)C)c(C)c2c1	-30	5	4	-3	0.0	-0.2	19	0
4	O=c1cc(-c2ccccc2F)nc(-c2ccccc2F)o1	12	2	-1	.	0.2	4.0	.	-3
5	C[C@@H]1CN([C@H](C)CO)C(=O)c2cc(C#CC3(O)CCCC3)cnc2O[C@@H]1CN(C)C(=O)C1CCOCC1	17	-4	-6	1	-0.7	-0.5	-7	-13
6	COc1ccc(CCN(C)C(=O)CSc2ncnc3sccc23)cc1OC	78*	-19	0	.	-0.1	3.0	.	-39
7	CCOC(=O)Nc1cccc2c1-c1ccc([N+](=O)[O-])cc1C2=O	.	11	0	.	-0.1	0.6	.	-5
8	COc1ccc(C#Cc2ccc3c(c2)[C@H]2[C@H](CCN2C(=O)c2ccccc2F)[C@H](CO)N3C)cc1	-6	23	.	5	0.1	0.8	1	.

Later entries.
nr	smiles	INS-1E GSIS act	ARNT-TACC3 inh	ERAP1 inh	RAD54 inh	Xi reactivation	F508del corr	esBAF inh	RAD52 inh
9	COCCNc1ncnc2c1ncn2[C@H]1CN(CCc2ccccc2)C[C@@H](CO)O1	-6	.	8	-2	0.0	-1.7	6	-15
10	CCOc1cc(C(=O)OCC(=O)c2cc(C)n(CC3CCCO3)c2C)ccc1OCC(=O)N1CCOCC1 (stereo not given)	8	.	1	-1	0.0	-1.5	-5	-15
11	COc1cc(C(=O)N2CCCC(C)(C(=O)NS(=O)(=O)C3CC3)C2)cc(OC)c1OC (stereo not given)	.	.	4	-1	0.1	3.1	3	2
12	O=C(Nc1cc(F)ccc1F)N[C@@H]1C=C[C@@H](CC(=O)N2CCc3ccccc3C2)O[C@@H]1CO	-1	.	3	.	-0.3	-3.6	.	-5
13	O=C1NC[C@H](CC2CCCCC2)N(CC2CCCCC2)C1=O	-15	3	-3	-24	0.0	1.1	2	6
14	c1csc(CNc2nc(-c3cccs3)nc3ccccc23)c1	.	3	-2	.	-0.1	-0.5	.	-24
15	CCOC(=O)N1CCN(CC(O)c2c[nH]c3ccccc23)CC1 (stereo not given)	5	2	2	-3	0.1	-0.9	-3	-14
16	CC1(C)CC[C@]2(C(=O)O)CC[C@]3(C)C(=CC[C@@H]4[C@@]5(C)CC[C@H](O)C(C)(C)[C@@H]5CC[C@]43C)[C@@H]2C1	.	-6	-1	-7	-0.1	-2.0	0	-21

New compounds follow:
nr	smiles	INS-1E GSIS act	ARNT-TACC3 inh	ERAP1 inh	RAD54 inh	Xi reactivation	F508del corr	esBAF inh	RAD52 inh
17	C[C@@H]1CN([C@@H](C)CO)C(=O)c2cc(NC(=O)Nc3ccc4c(c3)OCO4)ccc2O[C@@H](C)CCCCO[C@@H]1CN(C)S(=O)(=O)c1cn(C)cn1	-5	3	0	-5	0.1	1.9	47*	25
18	C[C@H]1CN([C@@H](C)CO)C(=O)c2cc(C#Cc3ccncc3)cnc2O[C@@H]1CN(C)CC1CCOCC1	-4	-1	1	5	3.1	1.1	1	-10
19	O=C(NCc1cc([N+](=O)[O-])ccc1O)c1cc(-c2ccncc2)nc2ccccc12	-1	.	-2	-2	-0.1	-2.9	-1	-17
20	COc1ccccc1NC(=O)CSc1ccc2nnc(-c3cccnc3)n2n1	2	71*	-2	22	0.3	-1.4	4	-4
21	Cc1cc(C)n(CC(O)COc2c(C)cccc2C)n1 (stereo not given)	13	.	-3	.	-0.1	-2.9	.	-8
22	O=C(O)CCn1c(SCCOc2ccccc2)nc2ccccc21	3	7	-6	-5	0.2	-3.2	-6	-17
23	CC1(C)Cc2ccccc2C(C(Cc2ccccc2)C(N)=O)=N1 (stereo not given)	0	0	0	3	0.0	1.7	4	8
24	N#Cc1ccc(CN2CCN(C(=O)CCNS(=O)(=O)c3ccc(F)c(Cl)c3)CC2)cc1	-1	2	-2	4	-0.1	4.1	-4	-7

Limited to RAD52 inh, esBAF inh and ARNT-TACC3 inh, for some of the entries so far:
| cpd | Structure | RAD52 inh | esBAF inh | ARNT-TACC3 inh |
| --- | --- | --- | --- | --- |
| 18 | C[C@H]1CN([C@@H](C)CO)C(=O)c2cc(C#Cc3ccncc3)cnc2O[C@@H]1CN(C)CC1CCOCC1 | -10 | 1 | -1 |
| 2 | CC(CCc1ccccc1)NC(=O)COC(=O)c1ccccc1O (stereo not given) | -5 | -2 | -3 |

(further entries)
nr	smiles	INS-1E GSIS act	ARNT-TACC3 inh	ERAP1 inh	RAD54 inh	Xi reactivation	F508del corr	esBAF inh	RAD52 inh
25	CN(C)c1ccc(C=NNC(=O)c2cccc3ccccc23)c(Cl)c1	.	2	0	.	0.2	4.0	.	-17
26	C[C@@H]1CN([C@@H](C)CO)C(=O)c2cccc(NC(=O)c3ccncc3)c2O[C@H]1CN(C)C	9	-3	2	3	0.3	1.5	9	-3
27	CCC(=O)Nc1sc2c(c1C(=O)N(C)C)CCCCC2	7	.	-4	-3	.	.	-7	-12
28	NC(=O)NC(=O)C(c1ccccc1)N1CCN(S(=O)(=O)Cc2ccccc2)CC1 (stereo not given)	-4	-1	-2	-5	0.2	-2.7	-12	-21
29	COc1ccc(Br)c(C(=O)OCC(=O)N2CCC(Cc3ccccc3)CC2)c1	-3	-9	-3	2	0.2	0.2	-7	3
30	COC(=O)[C@H](NCc1ccc(OC)c(B(O)O)c1)C(C)C	16	4	.	-12	0.0	-1.8	-5	1
31	C[C@H](CO)N1C[C@H](C)[C@H](CN(C)S(=O)(=O)c2ccc(C#N)cc2)Oc2ncc(Br)cc2C1=O	24	-3	1	-7	0.3	0.1	0	3
32	Cc1noc(C(=O)Nc2cccc(O)c2)c1Cl	.	-4	2	-11	0.0	-1.7	43	5

Following part
nr	smiles	INS-1E GSIS act	ARNT-TACC3 inh	ERAP1 inh	RAD54 inh	Xi reactivation	F508del corr	esBAF inh	RAD52 inh
33	O=C1CCC/C=C\C[C@@H](CC(=O)N(CCO)Cc2ccccc2)C(=O)N[C@H](Cc2c[nH]c3ccccc23)CO1	.	3	-1	3	-0.2	-1.6	5	-6
34	Cc1noc(C)c1NC(=O)Nc1cccc2c1O[C@H](CN(C)Cc1ccc(C(=O)O)cc1)[C@H](C)CN([C@@H](C)CO)C2=O	-2	-10	-10	5	-0.9	-0.1	-4	-2
35	O=C(NC1CC2CCCC(C1)N2C(=O)Nc1ccccc1Cl)C1CC1 (stereo not given)	9	-1	4	4	0.1	0.7	-3	-3
36	CC(C)CC#Cc1ccc2c(c1)O[C@@H](CN(C)C(=O)C1CCOCC1)[C@H](C)CN([C@H](C)CO)S2(=O)=O	-5	-1	0	-10	-0.3	2.9	7	11
37	CCCCn1c(N)c(N(C)C(=O)c2ccccc2Oc2ccccc2)c(=O)[nH]c1=O	-8	1	11	0	-0.1	1.3	0	-7
38	C[C@@H]1CN([C@@H](C)CO)C(=O)c2cc(C#CCc3ccccc3)cnc2O[C@@H]1CN(C)C(=O)C1CCCCC1	-15	-4	-3	4	-0.8	0.6	9	3
39	CCC(=O)N1CCc2cc(S(=O)(=O)N(C)c3ccc(OC)cc3OC)ccc21	3	-1	2	-11	0.0	-1.6	3	-17
40	COCCC(=O)N1CCC(Oc2ccc(C(=O)N3CCCCCCC3)cc2)CC1	-13	0	-3	-7	0.0	-6.0	.	-4

The results go on:
nr	smiles	INS-1E GSIS act	ARNT-TACC3 inh	ERAP1 inh	RAD54 inh	Xi reactivation	F508del corr	esBAF inh	RAD52 inh
41	Cc1nc2ccccc2nc1N/N=C/c1ccc(O)cc1O	7	70*	-1	.	0.0	4.0	24	-10
42	C[C@@H]1CN([C@@H](C)CO)C(=O)c2cc(NS(=O)(=O)c3cccs3)ccc2O[C@@H]1CN(C)CC1CCCCC1	0	-26	-2	5	0.2	2.4	-7	-14
43	Cc1noc(C)c1S(=O)(=O)N(C)C[C@H]1OCCCC[C@@H](C)Oc2ccc(NC(=O)Nc3ccc(F)cc3)cc2C(=O)N([C@H](C)CO)C[C@@H]1C	5	-3	1	0	-0.1	0.0	-1	10
44	COc1cccc(CNC(=O)C[C@H]2CC[C@H](NC(=O)C3CCOCC3)[C@H](CO)O2)c1	13	-9	-6	0	-0.3	0.4	-2	-8
45	O=C(/C=C/c1cccc(Br)c1)c1ccc2c(c1)OCO2	6	0	-5	-11	0.1	2.7	-1	-11
46	CCOc1ncccc1C(=O)N(CCC(C)C)c1c(N)n(Cc2ccccc2)c(=O)[nH]c1=O	.	-1	0	13	0.0	-1.0	-1	-11
47	O=C(COC(=O)c1cc([N+](=O)[O-])ccc1N1CCOCC1)c1ccccc1	11	6	4	.	0.2	-3.1	.	-8
48	CC(C)(C)OC(=O)NCc1ccc(CNC(=O)c2[nH]cnc2C(=O)N[C@@H](Cc2ccccc2)C(=O)OCc2ccccc2)cc1	3	4	4	11	2.5	-0.9	-15	-7

Other records
nr	smiles	INS-1E GSIS act	ARNT-TACC3 inh	ERAP1 inh	RAD54 inh	Xi reactivation	F508del corr	esBAF inh	RAD52 inh
49	CCN(Cc1ccccc1)S(=O)(=O)c1c(C)n(C)c(=O)n(C)c1=O	14	-2	4	-1	0.3	0.7	.	-10
50	Cc1cc(C(=O)CN2C(=O)NC3(CCCc4ccccc43)C2=O)c(C)n1Cc1cccs1 (stereo not given)	-39	1	.	0	.	.	24	.
51	C[C@@H]1CN([C@@H](C)CO)S(=O)(=O)c2ccc(C#C[C@@H](C)O)cc2O[C@@H]1CN(C)C(=O)C1CCC1	0	2	-1	-2	-0.3	-4.7	-13	11
52	CO[C@@H](CN(C)S(=O)(=O)c1ccc(C)cc1)[C@@H](C)CN(C(=O)Nc1ccccc1F)[C@@H](C)CO	-2	1	-1	-4	-0.1	-0.7	9	-14
53	CC(C)c1ccc2oc(=O)cc(CN3CCOCC3)c2c1	24	-13	-3	-4	0.0	0.5	-10	-2
54	COc1ccc(CN2CCCC(CNC(=O)c3ccc(F)cc3)C2)cc1OC (stereo not given)	2	2	5	.	0.2	1.4	.	-12
55	Cc1ccc(C2=NS(=O)(=O)N(C)C(C(=O)NCc3ccco3)=C2)cc1	0	0	-10	-7	0.1	-2.5	3	-8
56	Cc1cccc(-n2c(SCC(=O)Nc3cccc(S(=O)(=O)NC4=NCCCCC4)c3)nc3ccccc3c2=O)c1C	12	0	0	-8	0.0	-2.6	.	-14

Next records:
nr	smiles	INS-1E GSIS act	ARNT-TACC3 inh	ERAP1 inh	RAD54 inh	Xi reactivation	F508del corr	esBAF inh	RAD52 inh
57	CN(C)CC#Cc1ccc([C@@H]2[C@@H](CO)N3C(=O)CN(C(=O)c4cccc(F)c4)C[C@H]23)cc1	1	.	-4	.	0.3	0.0	.	-10
58	CC=Cc1ccc2n(c1=O)C[C@H]1[C@H](CO)[C@@H](C(=O)N(C)C)N(CC3CC3)[C@@H]21 (mixture of isomers)	9	3	2	-13	0.0	1.6	1	-4
59	COc1ccc(CC(=O)NCCc2ccc(Cl)cc2Cl)cc1	7	-4	-1	0	0.0	-0.6	11	-14
60	CC(=O)/C(CN1CCCCC1)=N\O	0	0	0	-7	.	.	11	-11
